Bioassay records: PubChem, several laboratories
Cdc25B block: inhibitors of human Cdc25B phosphatase | P30305 | recombinant Cdc25B, OMFP fluorescence Ex485/Em525 | inhibition, %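 (compounds tested at 10 µM final in the well)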 | 65,000 tested, 0.1% active; in the data active means inhibition above about 50%
Target sequence (P30305 whole entry, looked up): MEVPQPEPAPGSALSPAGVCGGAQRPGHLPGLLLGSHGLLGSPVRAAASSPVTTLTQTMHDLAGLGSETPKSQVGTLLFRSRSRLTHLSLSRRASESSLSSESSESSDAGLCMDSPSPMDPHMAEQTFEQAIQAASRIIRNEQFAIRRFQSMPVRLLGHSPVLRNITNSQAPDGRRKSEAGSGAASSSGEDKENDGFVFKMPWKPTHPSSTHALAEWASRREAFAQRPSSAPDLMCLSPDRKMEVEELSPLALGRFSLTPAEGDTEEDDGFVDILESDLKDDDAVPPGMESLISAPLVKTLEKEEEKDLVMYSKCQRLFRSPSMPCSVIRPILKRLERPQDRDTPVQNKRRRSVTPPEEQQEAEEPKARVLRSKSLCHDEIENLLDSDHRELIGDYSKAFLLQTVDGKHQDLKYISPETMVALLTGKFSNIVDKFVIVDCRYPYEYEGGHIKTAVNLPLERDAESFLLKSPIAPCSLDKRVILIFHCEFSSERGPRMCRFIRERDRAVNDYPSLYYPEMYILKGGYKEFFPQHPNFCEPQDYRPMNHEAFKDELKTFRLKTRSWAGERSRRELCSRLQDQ
FXIIa mix inh: inhibitors of human coagulation factor XIIa, pooled mixtures; inhibition, % at 5 µM; 62,000 tested, 0.2% active; P00748; purified FXIIa, fluorogenic substrate;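 further: 0% = enzyme without compound and 100% = no enzyme blank; some results filed as inactive read as strong as hits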
Hsp90 inh: displaces geldanamycin probe from tumor Hsp90. inhibition, % at 30 µM. NCI-N417 lysate Hsp90, Cy3B-geldanamycin FP displacement. 64,000 tested, 0.35% active. P07900;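 active means inhibition above 50%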;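 further: 0% = tracer plus lysate wells and 100% = tracer alone without lysate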
JNK3 blocker: blocks human JNK3 kinase activity; P53779; purified JNK3 kinase activity, HTS; 60,000 tested, 0.61% active; inhibition, % at 8 µM; AID 746; in the data active means inhibition above about 17%;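 further: 0% = DMSO and 100% = reference inhibitor; many of its hits are not listed in these tables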
Target sequence (P53779 whole entry, looked up): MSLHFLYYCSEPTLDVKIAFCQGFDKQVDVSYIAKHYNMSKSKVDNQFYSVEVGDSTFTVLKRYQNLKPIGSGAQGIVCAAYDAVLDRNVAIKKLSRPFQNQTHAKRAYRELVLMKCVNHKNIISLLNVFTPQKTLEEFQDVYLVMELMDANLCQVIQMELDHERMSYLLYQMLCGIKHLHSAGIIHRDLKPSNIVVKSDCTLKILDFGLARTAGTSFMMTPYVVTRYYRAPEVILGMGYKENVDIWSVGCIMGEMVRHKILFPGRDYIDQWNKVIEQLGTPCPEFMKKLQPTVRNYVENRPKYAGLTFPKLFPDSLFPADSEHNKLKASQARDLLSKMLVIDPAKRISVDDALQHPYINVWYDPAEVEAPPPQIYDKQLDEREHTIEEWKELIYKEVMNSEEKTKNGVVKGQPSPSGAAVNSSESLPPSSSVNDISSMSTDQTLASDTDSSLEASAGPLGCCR
A340 absorber: absorbance at 340 nm | compound absorbance at 340 nm, fold over control | fold change at 10 µM | 65,000 tested, under 10 active | AID 708;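 active means at 10 µM dose, initial 340 nm absorbance at least 2 fold that of control wells; inactive means change under 2 fold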;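 further: initial absorbance extrapolated from kinetic A340 decline of NADH oxidation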
MMP-13 inhibitor: MMP13 (human) collagenase inhibition; inhibition, % at 4 µM; P45452; MMP-13 fTHP FRET cleavage, Mca fluorescence; AID 570; 65,000 tested, 0.07% active;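 active means inhibition above the mean of compound-free control plate wells plus 3 SD, cut at about 14% in these data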;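 further: 0% = DMSO wells and 100% = wells with reference MMP-13 inhibitor after basal subtraction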
MKP-1 inh: inhibitors of human MKP-1 phosphatase; AID 374; inhibition, %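 (compounds tested at a single concentration somewhere between 10 and 100 µM)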; 65,000 tested, 0.15% active; P28562; recombinant MKP-1, OMFP hydrolysis fluorescence;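 active means inhibition above about 50%, limit read from the data; inconclusive means inhibition over screen mean plus 3 SD, below that limit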;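 further: 0% = DMSO max control wells and 100% = wells with enzyme stopped by NaOH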
FXIa mix inh: inhibitors of human coagulation factor XIa, pooled mixtures; P03951; purified FXIa, fluorogenic substrate; inhibition, % at 5 µM; 62,000 tested, 0.19% active; AID 680;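 further: each value is inhibition by a whole ten-compound pool holding the compound; 0% = enzyme with no mixture and 100% = wells lacking enzyme; strong numbers were not always called active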
AP complement: alternative pathway complement inhibition, orthogonal assay | 62,000 tested, 0.08% active | Human serum alternative complement pathway, LPS-coated ELISA, C3 deposition; tested in compound mixtures | inhibition, % at 5 µM | AID 1235;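 active means inhibition above 30% in each of the two pooled mixtures holding the compound, so the lower value exceeds 30%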;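 further: 0% = serum in Mg-EGTA without compound and 100% = EDTA serum blank; some compounds past the cut are filed as inactive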
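Test system: human serum alternative complement pathway, C3 deposition on LPS-coated wells; also added: Plate-bound LPS; doses: 5 µM per compound in ten-compound mixtures; schedule: 1 h at 37 °C; detection: Anti-C3 ELISA, OD 450 nm; evaluation: percent inhibition of C3 deposition onto LPS; repeats: two pool placements per compound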
The depositor's hits bear a star; ? = inconclusive; . = no result given; & = joins results of further samples; [ ] = another dose, or the depositor's remark. Unless noted, no stated cut-off is given here; in the data, active means inhibition above about 20% (passing the limit was not always enough); inactive means the rest.

Fields: Cdc25B block, FXIIa mix inh, Hsp90 inh, JNK3 blocker, A340 absorber, MMP-13 inhibitor, MKP-1 inh, FXIa mix inh, AP complement
- CC(=O)Nc1cccc(NC(=O)CSc2nn3c(=O)c(C)nnc3s2)c1
 : 7, 1, 15, -7, 1, 4, -3, 1, -2
- COC(=O)c1c(NS(C)(=O)=O)sc2c1CCCC2
 : -4, 15, -11, ., 1.1, -2, -6, 5, 9
- Cc1[nH]c(=O)[nH]c(=O)c1S(=O)(=O)N(C)Cc1ccccc1
 : -14, -1, -1, -7, 0.99, -4, 3, 4, 12
- CCC(C)Sc1nc2c(c(=O)n1C)SC(C)C2 (stereo not given)
 : -12, 4, -1, -6, 1.1, 0, 15, 4, 24
- COc1ccc(C(=O)NCc2c(CC(C)C)oc(C)c2C(=O)O)cc1
 : -11, 5, -3, -3, 1, -2, 27, -8, 3
- c1ccc(-c2n[nH]nc2-c2ccccc2)cc1
 : -6, 2, 0, -4, 1, -6, -4, 10, 14
- O=C(COC(=O)c1cccnc1)Nc1ccc(F)cc1
 : 9, 1, -8, 1, 1.1, 0, -10, 3, -32
- O=C(CC(c1ccc(F)cc1)c1ccco1)N1CCCC1 (stereo not given)
 : 22, ., -6, -1, 1, 6, -7, ., .
- CCOc1ccc(CC(=O)C2C(=O)CCCC2=O)cc1OCC
 : 5, -14, -2, 3, 1, -3, 3, 6, -1
- O=C(CSc1nc(-c2ccc(F)cc2)cs1)N1CCN(C(=O)c2ccco2)CC1
 : -3, -17, -1, 11, 1, 1, 20, 5, 9
- COc1cc(CNc2ccc3[nH]c(=O)[nH]c3c2)cc(Cl)c1OCC(=O)NC(C)(C)C
 : 9, ., 36, 1, 1.1, -65, ?, ., .
- COc1ccccc1OCCC(=O)OCCN1C(=O)c2ccccc2C1=O
 : -1, 0, -3, 3, 0.99, -6, 11, 6, 1
- O=C(c1ccc2c(c1)OCO2)N1CCN(c2ccc(Cl)cc2)CC1
 : -13, -19, -4, 6, 1, -8, 3, 2, 6
- c1csc(-c2nn3c(Cn4nnc5ccccc54)nnc3s2)c1
 : -11, -39, -4, 7, 1.1, 0, 11, 2, 7
- CCN1CCn2c3c(c4cc(C)ccc42)CCCC31 (stereo not given)
 : -6, 10, -1, -8, 1, -2, -4, -1, 13
- CN(c1ccccc1C(=O)NCc1ccco1)S(C)(=O)=O
 : -2, 5, -25, -2, 1, -1, 20, 1, 5
- COc1ccc(-c2nnc(SCC(=O)c3cc(C)n(Cc4cccs4)c3C)o2)cc1
 : -9, -2, -6, -1, 1, -2, 22, 2, -14
- CCCCCC(=O)Nc1ccc(S(=O)(=O)Nc2nccnc2OC)cc1
 : 2, ., 0, ., 1.1, ., 14, ., .
- O=c1cc(CO)oc(CN2CCCC2)c1O
 : 1, 4, 0, -5, 1.1, 4, 11, 5, 28
- Cc1cc(Nc2ccc(F)cc2C)n2ncnc2n1
 : -1, 5, 0, 3, 1, -2, -4, 4, 15
- Cc1nn(-c2ccccc2)c2sc(C(=O)OC3CCOC3=O)cc12 (stereo not given)
 : 1, 10, -2, 3, 1.1, -98, 31, 6, 23
- Cc1nc2c(c(=O)n1Cc1ccco1)c1nc3ccccc3nc1n2Cc1ccccc1
 : 6, 2, -7, -2, 1.1, -29, -1, -1, 11
- c1cc2c3c(cccc3c1)NC1(CCCCCC1)N2
 : 5, 2, 25, 3, 1.1, 3, 20, 9, 10
- CCOC(=O)C1=C(CC)Nc2ccccc2N=C1NC(=O)Cn1cnc2ccccc2c1=O
 : -2, 2, -1, -8, 0.99, 1, -1, 9, 6
- COc1ccc(Cc2nnc3n2N=C(c2cc4ccccc4o2)CS3)cc1OC
 : 3, 4, 1, -3, 1.1, 2, 3, 5, 8
- CCN(CCCNC(=O)CCCn1c(=O)[nH]c2ccccc2c1=O)c1cccc(C)c1
 : -14, 4, 5, 5, 1, 0, 22, 1, 0
- CC(=O)N1C(=O)C2(Nc3ccccc3N2)c2ccccc21
 : -6, 2, -4, ., 1, ., -6, 1, -6
- COc1ccc(N2CCN(C(CNC(=O)c3ccco3)c3cccnc3)CC2)cc1 (stereo not given)
 : 12, 7, -2, -5, 1, 6, 6, 3, 4
- COc1ccc(-n2c(Cc3cccn3C)nnc2SCC(=O)Nc2ccc(F)cc2F)cc1
 : -10, -2, -2, 4, 1.1, 6, 15, 1, 27
- COc1ccc2cc3cc(C(=O)NCCN4CCN(c5ccccc5F)CC4)oc3nc2c1
 : 7, 0, 1, -3, 1.1, -312[fluorescence artefact?], 31, -13, 1

Seven records picked at random from those above, as already listed:
Fields: Cdc25B block, FXIIa mix inh, Hsp90 inh, JNK3 blocker, A340 absorber, MMP-13 inhibitor, MKP-1 inh, FXIa mix inh, AP complement
- Cc1nc2c(c(=O)n1Cc1ccco1)c1nc3ccccc3nc1n2Cc1ccccc1
 : 6, 2, -7, -2, 1.1, -29, -1, -1, 11
- COc1cc(CNc2ccc3[nH]c(=O)[nH]c3c2)cc(Cl)c1OCC(=O)NC(C)(C)C
 : 9, ., 36, 1, 1.1, -65, ?, ., .
- COc1ccc2cc3cc(C(=O)NCCN4CCN(c5ccccc5F)CC4)oc3nc2c1
 : 7, 0, 1, -3, 1.1, -312[fluorescence artefact?], 31, -13, 1
- O=C(COC(=O)c1cccnc1)Nc1ccc(F)cc1
 : 9, 1, -8, 1, 1.1, 0, -10, 3, -32
- O=c1cc(CO)oc(CN2CCCC2)c1O
 : 1, 4, 0, -5, 1.1, 4, 11, 5, 28
- COc1ccc(-n2c(Cc3cccn3C)nnc2SCC(=O)Nc2ccc(F)cc2F)cc1
 : -10, -2, -2, 4, 1.1, 6, 15, 1, 27
- Cc1[nH]c(=O)[nH]c(=O)c1S(=O)(=O)N(C)Cc1ccccc1
 : -14, -1, -1, -7, 0.99, -4, 3, 4, 12

New compounds follow.
Fields: Cdc25B block, FXIIa mix inh, Hsp90 inh, JNK3 blocker, A340 absorber, MMP-13 inhibitor, MKP-1 inh, FXIa mix inh, AP complement
- CCn1nc(CC(=O)Nc2ccc(-n3cnnn3)c(C)c2)c2ccccc2c1=O
 : 15, 9, ., ., 1.1, 6, 4, 6, -7
- CC(C)[N+](C)(CCOC(=O)C1c2ccccc2Oc2ccccc21)C(C)C
 : -5, -15, -2&2, -3, 0.99, 3, -14, 7, 11
- CCC(=O)N1CCN(c2ccccc2NC(=O)COc2ccccc2Cl)CC1
 : -2, -15, -2, 1, 1.1, -1, 13, -1, -15
- Oc1cccc2ccc(Nc3ccccn3)nc12
 : 5, 5, 0, -4, 1.1, 5, 5, -10, 13
- O=C1CCC(=O)N1CN(Cc1ccco1)CN1C(=O)CCC1=O
 : 4, ., -5, -7, 0.99, -10, -8, ., .
- Cn1c(=O)c2c(O)cc(=O)[nH]c2n(-c2ccccc2)c1=O
 : -3, 10, -1, -1, 1, -1, -15, 6, 7
- COc1ccc(-c2cc(-c3ccccc3O)[nH]n2)cc1OC
 : -12, -1, -2, 5, 1.1, -7, 13, -5, 12
- Cc1nnc(SCc2ccc(CC(=O)O)cc2)o1
 : -1, 5, -3, 6, 1, -1, -9, 10, 6
- C=C(C)CSc1nnc(-c2ccccc2)n1N
 : 0, 3, -1, 0, 1.1, 4, 3, 2, -5
- O=C1C(c2ccc(F)cc2)N(Cc2ccc3c(c2)OCO3)C(=O)CN1C1CCCCC1 (stereo not given)
 : -1, 5, 1, ., 1, 2, 3, 8, 2
- CC1Cc2ccccc2N1C(=O)c1cccnc1 (stereo not given)
 : -2, -12, -4, -7, 1, 3, 6, -5, 3
- O=C(CCC1N=C2c3ccccc3N=C(SCc3cccc(Cl)c3)N2C1=O)NCc1ccco1 (stereo not given)
 : -10, 14, -2, -1, 1, -15, 42, 2, 16
- O=S1(=O)C=CC(Sc2nc3ccccc3[nH]2)C1 (stereo not given)
 : 4, 2, -2, -2, 1, 6, -11, 2, 12
- Cc1ccccc1Cn1ccc(NC(=O)c2cnn3cccnc23)n1
 : -6, 8, -2, 4, 1.1, 6, 8, 4, 4
- Cc1ccc2nc(NC(=O)CNS(=O)(=O)c3ccc(Br)s3)sc2c1
 : -1, 8, 0, 1, 0.99, 1, 25, 8, 12
- O=C(Nc1cccc(-c2cn3cccnc3n2)c1)c1ccc2c(c1)OCO2
 : 3, 6, -4, ., 1, -157[fluorescence artefact?], 10, 10, 7
- CCOC(=O)C1=C(C)NC(=O)NC1c1ccco1 (stereo not given)
 : -7, 2, ., ., 1, 0, 14, 2, 3
- CCCCSc1nnc2n(CCc3ccccc3)c(=O)c3c4c(sc3n12)COC(C)(C)C4
 : 23, ., -1, -3, 0.98, -7, -16, ., .
- COc1ccc2[nH]c(=O)c(CN(CCCN(C)C)C(=O)Nc3ccc(F)cc3)cc2c1
 : -10, 11, 0, 3, 1.1, -19, 18, 5, 19
- COc1ccc(NC(=O)CCSc2nnc(C)s2)cc1
 : 4, 3, ., ., 1, ., 9, -3, 9
- C=CCOC(=O)COc1ccc2c(C)c(C)c(=O)oc2c1C
 : -10, -11, -4, -2, 1, -76, 6, -24, 8
- Cc1cc2nc(-c3ccc(NC(=O)c4cccnc4)cc3)oc2cc1C
 : -9, 6, ., ., 1.1, -3, 20, 11, 22
- Cc1ccc(-n2ncc3c(NCCCN4CCOCC4)ncnc32)c(C)c1
 : -4, 1, -2, 0, 1, -2, -2, 2, 8
- O=C1N=C(c2ccccc2)C(c2ccccc2)N1 (stereo not given)
 : -2, 5, ., ., 1.1, ., 7, 3, 14
- CCn1nc(C(=O)NC2=NCCS2)c2ccccc2c1=O
 : 3, -1, ., ., 1, 0, 0, -8, 23
- O=C(C1CCCCN1S(=O)(=O)c1ccc(F)cc1)N1CCN(c2ccccc2F)CC1 (stereo not given)
 : -10, 15, -3, 5, 1, -4, 0, 3, 13
- CCN(CC)C(=O)NC1CC2CCCC(C1)N2Cc1ccccc1 (stereo not given)
 : -6, 13, 0, -4, 0.98, 1, -1, 9, 12
- C=CCn1c(COC)nnc1SCC(=O)c1ccc(F)cc1
 : -12, -13, -1, 3, 1.1, -2, -5, -17, 25
- Cc1ccc(C(c2nnnn2CCc2ccccc2)N2CCSCC2)cc1 (stereo not given)
 : -11, -15, -1, 3, 0.98, 3, -21, 6, -6
- CCOC(=O)Cc1csc(SCC(=O)Nc2cccc(C#N)c2)n1
 : 0, 4, -3, -1, 1, 1, -5, 3, 4

2 compounds from above, limited to FXIa mix inh.
Molecule,FXIa mix inh
O=S1(=O)C=CC(Sc2nc3ccccc3[nH]2)C1 (stereo not given),2
CCN(CC)C(=O)NC1CC2CCCC(C1)N2Cc1ccccc1 (stereo not given),9

More results follow:
Fields: Cdc25B block, FXIIa mix inh, Hsp90 inh, JNK3 blocker, A340 absorber, MMP-13 inhibitor, MKP-1 inh, FXIa mix inh, AP complement
- CC(C)Oc1ccc(-c2cc(=O)[nH]c(=O)[nH]2)cc1
 : -7, 4, ., ., 1, ., 8, 7, 19
- COc1ccccc1OCC(=O)NCc1cccs1
 : -2, 3, 1, 5, 1, -3, 23, 1, -34
- CCOc1ccc(NC(=O)c2cccnc2C(=O)O)cc1
 : 0, 3, 9, -6, 1.1, -3, 8, 2, 5
- COCCN(C(=O)C1CC1)c1nnc(-c2cccc(C)c2)s1
 : -1, 6, -4, -9, 0.99, 1, 7, 4, 1
- COc1cccc(C2C(C(=O)c3ccco3)=C(O)C(=O)N2CCCN2CCOCC2)c1OC (stereo not given)
 : -2, 1, -4, 5, 1.1, 2, 0, 2, 3
- CC(C)NC(=O)c1ccc(CS(=O)(=O)c2ccc(Br)cc2)o1
 : 11, -9, -1, 4, 1, 4, 11, 6, 23
- O=C(NCCC1=CCCCC1)C1CCCN(S(=O)(=O)c2ccc(F)cc2)C1 (stereo not given)
 : -8, 5, -2, 2, 1, 0, 12, 0, -10
